LGR2 antag – inhibitors of bursicon-induced Drosophila LGR2 receptor cAMP signaling; HEK293 LGR2, CRE-luciferase, bursicon-stimulated, 4 h; inhibition, % at 9.99 µM; 380,000 tested, 0.35% active;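 active means drop in luminescence signal, shown as inhibition above about 50% in the replicate tests, limit read from the data, passing the limit was not always enough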;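 further: agonist challenge used bursicon conditioned medium at about half maximal strength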
Cneo AK release – Cryptococcus neoformans lysis via adenylate kinase release; C. neoformans lysis, adenylate kinase release luminescence, 4 h; normalised: neutral wells 0, clomiphene wells 100; 360,000 tested, 0.2% active; lysis activity, % at 15 µM;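 active means mean lysis activity across replicates of at least 80%, whatever share of replicates individually reach that level; inactive means mean lysis activity below 80%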
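Test system: log-phase Cryptococcus neoformans yeast cells. Input: 5 × 10^6 yeast cells/mL. Medium: fresh YPD growth medium. Doses: single dose. Incubation: static 4 h at 37 °C with compound, 1 h detection. Measured by: luminescent adenylate kinase detection reagent. Read-out: signal increase indicating cell lysis. Benchmarks: Clomiphene.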
PGC1a acetyl inh – lowers PGC1a acetylation signal in U2OS cells. AlphaScreen anti-acetyl-lysine; with virally co-expressed GCN5 acetyltransferase. inhibition, % at 15.6 µM. 350,000 tested, 0.17% active;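 active means every replicate shows inhibition of at least 40%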;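 further: 0% = neutral control wells and 100% = positive control wells; some results beyond the cut were filed as inactive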
INS-1E GSIS act – primary screen for activators of insulin secretion dependent on glucose, INS-1E cells, GLuc reporter luminescence; INS-1E GLuc reporter insulin secretion, 2-3 h; activation, % at 16.6 µM; 370,000 tested, 0.61% active;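 active means lowest replicate activation of at least 40%, so every replicate reaches that level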;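 further: 0% = median of neutral control wells and 100% = median of IBMX positive control wells; some compounds called inactive have numbers as strong as hits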
ARNT TACC3 PPI – ARNT/TACC3 interaction disruption; Q9Y6A5; AlphaScreen His-ARNT PAS-B/GST-TACC3 binding, luminescence; TACC3 fragment carries E629A point mutation; inhibition, % at 9.99 µM; 390,000 tested, 0.66% active; AID 623870;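 active means mean inhibition of replicates at least 50% and at least half of replicates each reaching 50%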;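 further: 0% = complete ARNT plus TACC3 wells and 100% = ARNT alone without TACC3; many hits fall short of the cut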
PAX8 reporter – lowers PAX8-driven luciferase in RMG-I cells. RMG-I TPO-luciferase reporter, SteadyGlo, 24 h. inhibition, % at 12.6 µM. 360,000 tested, 1.2% active;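 active means mean replicate inhibition at least 60% with every replicate also reaching 60%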;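 further: luciferase light reporting Pax8 driven TPO promoter activity; plate controls were median of neutral control wells for no effect and mitoxantrone controls for full effect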
C2C12 statin – suppression of simvastatin myotoxicity. C2C12 myotubes + simvastatin, ATP luminescence, 48 h; scaled: DMSO 0, geranylgeraniol control 100. 330,000 tested, 0.78% active. rescue of ATP level, % at 7.49 µM;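 active means mean ATP rescue above about 67%, or every replicate alone reaching that limit, limit read from the data, passing the limit was not always enough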;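 further: myotubes were challenged with 10 µM simvastatin during compound exposure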
PglD DTNB – inhibitors of Campylobacter jejuni PglD acetyltransferase | 360,000 tested, 0.098% active | purified PglD enzyme, DTNB colorimetric CoA detection | inhibition, % at 12.5 µM; in the data active means inhibition above about 16%, passing the limit was not always enough; further: strong numbers were not always called active
Starred values were filed as active, the others as inactive; . = no result given.

SMILES	LGR2 antag	Cneo AK release	PGC1a acetyl inh	INS-1E GSIS act	ARNT TACC3 PPI	PAX8 reporter	C2C12 statin	PglD DTNB
COc1ccc(CNC(=O)C2Cc3c(-c4cccc(F)c4)ccnc3O2)cc1OC (stereo unspecified)	5	-1	.	57*	.	9	12	-5
Cc1nnc(NC(=O)c2ccc(S(=O)(=O)C(F)F)cc2)s1	-36	-1	-10	30	-4	-78	-8	-2
C[C@H]1CN([C@@H](C)CO)C(=O)Cc2cc(NS(C)(=O)=O)ccc2O[C@H]1CN(C)Cc1ccc(Cl)c(Cl)c1	26	-1	4	-28	-8	27	-30	2
Cc1ccc(C)c(C(=O)COc2ccccc2[N+](=O)[O-])c1	3	-2	-8	-6	-6	0	-3	-3
NS(=O)(=O)c1ccc(NC(=S)NCc2cccc(Cl)c2)cc1	-7	.	.	0	-12	10	.	.
CC(C)(CSc1nncn1/N=C/c1ccco1)NS(=O)(=O)c1ccc(Cl)cc1	.	0	.	.	7	.	2	1
CCOC(=O)N1CCN(C(=O)C(NS(=O)(=O)c2cccc3nsnc23)c2ccccc2)CC1 (stereo unspecified)	.	-4	-59	.	0	-2	11	4
Cc1ccc(-n2c(=S)[nH]c3c(oc4ccccc43)c2=O)cc1C	-47	2	12	7	0	4	-2	-1
COc1cc2c(cc1NC(=O)C(C)Sc1nc3ccccc3n1C)oc1ccccc12 (stereo unspecified)	0	.	.	14	-6	2	.	.
O=C(Nc1ccccc1C1CC1)c1cccs1	.	-1	-10	.	-8	.	.	0
O=C(c1cccc(S(=O)(=O)N2CCCCCC2)c1)N1CCN(c2ccccc2F)CC1	-11	0	-28	-50	23	9	.	1
CCCn1c(N)c(N(CCOC)C(=O)C2CCCC2)c(=O)[nH]c1=O	12	-2	9	-6	.	8	11	0
O=C(CCN1CCN(c2ccccc2)CC1)c1ccc(Cl)cc1	2	-2	-3	11	0	12	-9	-3
COC(=O)c1sccc1-n1cccc1C(=O)C(=O)Nc1ccc(F)cc1	.	0	.	0	3	23	0	-1
Clc1ccccc1Cc1noc(CN2CCN3CCCC3C2)n1 (stereo unspecified)	26	.	-4	-19	2	2	.	.
CCOc1cc(S(=O)(=O)n2cnc(C)c2)ccc1Cl	0	.	-6	17	.	8	.	.
COC(=O)C1=C(C)NC(=O)C1(NS(=O)(=O)c1ccc(NC(C)=O)cc1)C(F)(F)F (stereo unspecified)	.	-2	-4	13	-3	.	15	5
COC(=O)c1sc(N2C(=O)C(O)=C(C(=O)c3ccc(C)o3)C2c2cccs2)nc1C (stereo unspecified)	8	0	.	4	23	-3	0	-4
CCCCCN(C(=O)CCC(=O)OC(C)C(=O)Nc1cccc(C#N)c1)c1c(N)n(CCCC)c(=O)[nH]c1=O (stereo unspecified)	-8	4	-8	-7	-2	16	-12	-1
CC(C)NC(=O)CSc1nncn1-c1ccccc1	.	0	.	.	-3	-8	.	0
COc1ccc(OC)c(C2=NS(=O)(=O)N(C)C(C(=O)Nc3ccc(F)cc3F)=C2)c1	13	-1	3	4	11	9	-2	0
C[C@@H](C(=O)N[C@H](C(=O)O)c1ccccc1)n1nnc2ccccc2c1=O	9	.	.	9	-5	21	.	.
O=C(CSc1nnc(CNC(=O)c2ccccc2F)o1)NCc1ccco1	-9	0	-4	18	3	11	5	-1
CCC(c1nnnn1CCOC)N(Cc1cc2cc(C)c(C)cc2[nH]c1=O)CC1CCCO1 (stereo unspecified)	.	6	.	.	-7	.	-8	0
CCCCCCn1c(SCCOC)nc2c1c(=O)[nH]c(=O)n2C	-8	-3	.	.	1	-7	7	1

Looked up by compound from above:
SMILES	LGR2 antag	Cneo AK release	PGC1a acetyl inh	INS-1E GSIS act	ARNT TACC3 PPI	PAX8 reporter	C2C12 statin	PglD DTNB
Cc1ccc(C)c(C(=O)COc2ccccc2[N+](=O)[O-])c1	3	-2	-8	-6	-6	0	-3	-3
CCCn1c(N)c(N(CCOC)C(=O)C2CCCC2)c(=O)[nH]c1=O	12	-2	9	-6	.	8	11	0

4 entries out of the list, ordered by formula weight, low to high.
SMILES	LGR2 antag	Cneo AK release	PGC1a acetyl inh	INS-1E GSIS act	ARNT TACC3 PPI	PAX8 reporter	C2C12 statin	PglD DTNB
CC(C)NC(=O)CSc1nncn1-c1ccccc1	.	0	.	.	-3	-8	.	0
Cc1ccc(C)c(C(=O)COc2ccccc2[N+](=O)[O-])c1	3	-2	-8	-6	-6	0	-3	-3
COc1ccc(CNC(=O)C2Cc3c(-c4cccc(F)c4)ccnc3O2)cc1OC (stereo unspecified)	5	-1	.	57*	.	9	12	-5
O=C(c1cccc(S(=O)(=O)N2CCCCCC2)c1)N1CCN(c2ccccc2F)CC1	-11	0	-28	-50	23	9	.	1

New compounds follow:
SMILES	LGR2 antag	Cneo AK release	PGC1a acetyl inh	INS-1E GSIS act	ARNT TACC3 PPI	PAX8 reporter	C2C12 statin	PglD DTNB
CCn1c(=O)n(CC(=O)NCc2ccccc2OC)c(=O)c2ccccc21	13	0	8	-15	1	.	.	6
COc1ccccc1OCC(=O)NCCc1nc2ccccc2[nH]1	.	-1	-4	.	0	.	5	-4
CCOC(=O)CSc1nnc(NC(=O)c2cccc(S(=O)(=O)N3CCCCCC3)c2)s1	-15	4	17	36	-4	.	-7	-3
COc1ccc(N2CCN(C(=O)CNC(=O)Cn3cnc4sc(C)c(C)c4c3=O)CC2)cc1	-3	-1	5	-7	-6	14	2	1
COc1ccc(OCC(O)Cn2c(Nc3cccc(C)c3)nc3c2c(=O)n(C)c(=O)n3C)cc1 (stereo unspecified)	12	4	-9	0	2	3	.	1
C[C@@H]1CN([C@@H](C)CO)C(=O)c2cccc(NS(C)(=O)=O)c2O[C@@H]1CN(C)C(=O)Nc1ccc(F)cc1	-26	0	-3	-11	-1	9	-9	8
CC(Oc1ccc2ccc(=O)oc2c1)C(=O)NC1CC(C)(C)NC(C)(C)C1 (stereo unspecified)	23	4	-13	8	0	-8	-2	0
c1ccc(Cn2ncc3c(N4CCN(c5ccccc5)CC4)ncnc32)cc1	66*	0	0	-19	.	44	16	5
CCOC(=O)C(=O)/C(C#N)=C/Nc1ccccc1	.	2	5	.	-21	.	10	1
Cc1cc(C)cc(OCC(=O)NCCc2nc3ccccc3[nH]2)c1	0	-2	0	4	4	16	-5	-4
O=C(Nc1ccc(NC(=O)c2ccco2)nc1)c1ccco1	60*	.	.	7	-5	-7	.	.
Cc1noc(C)c1NC(=O)Nc1ccc2c(c1)C(=O)N([C@@H](C)CO)C[C@@H](C)[C@@H](CN(C)S(=O)(=O)c1cn(C)cn1)O2	15	-1	13	10	1	.	43	-1
C[C@H](CO)N1C[C@H](C)[C@H](CN(C)C(=O)c2ccccc2)OCCCC[C@H](C)Oc2ccc(NC(=O)Nc3ccc(C(F)(F)F)cc3)cc2C1=O	41	0	-8	10	7	104*	.	-1
COc1ccc(NC(=O)N(C)C[C@@H]2Oc3c(NC(=O)Nc4cccc5ccccc45)cccc3C(=O)N([C@H](C)CO)C[C@H]2C)cc1	-24	-11	-5	-9	4	.	26	3
CC(=O)Nc1ccc(S(=O)(=O)N/N=C/c2ccc(C)s2)cc1	-65	.	.	-10	-7	-77	.	.
COc1ccc(C2CC(O)(c3ccccc3)Oc3cc(OC)c(OC)c(OC)c32)cc1 (stereo unspecified)	8	-1	8	0	1	22	13	3
CCC(C)(C)NC(=O)CN(CCc1cccc(C)c1)C(=O)c1csnn1	8	.	-2	6	-7	-2	.	.
C[C@H](CO)N1C[C@H](C)[C@H](CN(C)C(=O)c2ccccc2F)Oc2ncc(-c3ccncc3)cc2C1=O	7	1	9	23	-2	-27	1	1
O=C(CCl)N(CCc1ccccc1)CCc1ccccc1	-1	-1	.	-12	3	-21	7	0
O=C(N/N=C/c1ccc(OCCCF)cc1)c1ccc(C(F)(F)F)cc1	1	.	-10	1	2	11	.	.
N/C(CC1CC1(Cl)Cl)=N\OC(=O)c1ccccc1 (stereo unspecified)	-70	-1	-9	.	-2	-43	.	4
CC1(C(=O)NS(=O)(=O)Cc2ccccc2)CCN1C(=O)C/C=C/c1ccccc1 (stereo unspecified)	-9	-1	-1	-1	.	-8	8	-1
CCn1cc(C(=O)N2CCN(c3cccc(C)c3C)CC2)c(=O)c2ccc(C)nc21	-3	0	1	-33	-10	8	.	0
O=C(CCN1CCCCC1)N[C@@H]1CC[C@H](CCNS(=O)(=O)c2ccccc2)O[C@H]1CO	-3	16	4	-2	1	-19	-6	0
O=C(O)CNC(=O)/C(=C\c1ccco1)NC(=O)c1ccco1	4	-1	4	-1	2	16	-15	2

Sorted by the number under LGR2 antag (low to high): 3 from the list above
mol	LGR2 antag
O=C(c1cccc(S(=O)(=O)N2CCCCCC2)c1)N1CCN(c2ccccc2F)CC1	-11
COc1cc2c(cc1NC(=O)C(C)Sc1nc3ccccc3n1C)oc1ccccc12 (stereo unspecified)	0
COc1ccc(OCC(O)Cn2c(Nc3cccc(C)c3)nc3c2c(=O)n(C)c(=O)n3C)cc1 (stereo unspecified)	12

Later entries
SMILES	LGR2 antag	Cneo AK release	PGC1a acetyl inh	INS-1E GSIS act	ARNT TACC3 PPI	PAX8 reporter	C2C12 statin	PglD DTNB
COc1ccccc1NC(=O)N1C[C@H]2[C@@H](c3ccccc31)[C@@H](CO)N2C(=O)C1CC1	-14	-4	5	-5	-3	5	8	2
COc1cc(/C=N/N2CCN(C3c4ccccc4-c4ccccc43)CC2)cc(OC)c1O	0	.	.	-8	1	-8	.	.
NC(=O)c1nn(-c2cccc(Cl)c2)c(=O)cc1O	11	2	-8	2	-2	.	15	-2
O=C(N[C@H]1C=C[C@@H](CC(=O)N2CCC(Cc3ccccc3)CC2)O[C@@H]1CO)c1cnccn1	0	2	-12	13	7	.	0	-1
CCN(CC)c1ccc(C=Nc2cc(C)ccc2C)c(O)c1	-17	-6	2	12	.	1	2	1
O=C(Nc1nc(-c2ccc3ccccc3c2)cs1)c1ccc(N2C(=O)CCC2=O)cc1	5	-2	-51	-1	-6	-15	-29	6
CN(C)S(=O)(=O)c1ccc(NC(=O)CN2C(=O)NC(Cc3ccccc3)C2=O)cc1 (stereo unspecified)	12	-1	-1	4	5	10	30	1
C[C@@H]1CN([C@@H](C)CO)S(=O)(=O)c2ccc(C#Cc3ccncc3)cc2O[C@@H]1CN(C)C(=O)Nc1ccc2c(c1)OCO2	-7	-4	-9	-20	.	-21	43	-8
C[C@H](CO)N1C[C@H](C)[C@@H](CN(C)C(=O)Nc2ccc(F)cc2)OCCCC[C@H](C)Oc2ccc(NS(=O)(=O)c3cccs3)cc2C1=O	3	3	0	-9	-11	-15	38	6

High-throughput results as filed in PubChem.
